Compound activity (PubChem BioAssay)
C diff growth: blocks growth of Clostridium difficile | Clostridium difficile clinical isolate growth, OD600, 24 h; stronger effect = lower value | actives 0.25% (n = 86,000) | growth activity, negative = inhibition, % at 16 µg/mL (by protocol) | AID 1259249;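 active = mean growth activity at or below -80% and every replicate also at or below -80%; inconclusive = mean at or below -80% but some replicate above -80%; inactive = mean growth activity above -80%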;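 note: 0% = DMSO wells and -100% = levofloxacin 16 µg/mL wells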
Tcruzi prolif: blocks T. cruzi growth in NIH3T3 culture | actives 5.9% (n = 77,000) | T. cruzi beta-gal in NIH3T3, GalScreen luminescence, 90 h | AID 624255 | inhibition, % at 8.34 µM;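 active = mean inhibition above about 93%, with at least 55% of replicates each passing it, limit read from the data, passing the limit was not always enough; inconclusive = only one of those two conditions holds; inactive = neither condition holds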
Pf Dd2 inh: blocks growth of Plasmodium falciparum Dd2 parasites | P. falciparum Dd2 growth, SYBR Green, 72 h; stronger effect = lower value | activity change, % at 10 µM | actives 2.3% (n = 94,000) | AID 1159554; in the data active = activity change below about -80%; inconclusive = no clear call, values can overlap the other calls
KDM4C inh: inhibitors of human demethylase GASC-1 KDM4C | Q9H3R0 | GST-KDM4C 2-372, H3K9me3 peptide, LANCE TR-FRET | inhibition, % at 12.5 µM | actives 0.15% (n = 96,000) | AID 720574;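 active = mean replicate inhibition above about 25%, with at least 55% of replicates also reaching it, limit read from the data, passing the limit was not always enough; inconclusive = only one of those two conditions met; inactive = neither condition met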
Target sequence (Q9H3R0 2-372 limits assumed): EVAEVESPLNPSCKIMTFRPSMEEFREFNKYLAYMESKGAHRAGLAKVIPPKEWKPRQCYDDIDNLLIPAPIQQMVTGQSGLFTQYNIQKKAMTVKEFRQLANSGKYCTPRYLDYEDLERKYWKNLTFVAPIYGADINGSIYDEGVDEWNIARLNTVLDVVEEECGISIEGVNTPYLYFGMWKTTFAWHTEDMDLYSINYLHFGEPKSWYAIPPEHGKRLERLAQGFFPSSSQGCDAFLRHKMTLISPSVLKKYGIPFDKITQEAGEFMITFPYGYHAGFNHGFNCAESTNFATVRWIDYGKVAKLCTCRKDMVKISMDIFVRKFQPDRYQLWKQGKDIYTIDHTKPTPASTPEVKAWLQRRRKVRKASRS
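System – N-terminal GST-fused human GASC-1 (KDM4C) fragment, residues 2-372 · Input – enzyme final amount 10 nM · Technique – LANCE TR-FRET, Eu antibody, ULight-streptavidin, EDTA, ex 340 nm, em 618/671 nm · Medium – HEPES buffer, pH 7.5, plus ascorbate · Incubation – enzyme reaction 30 min, then detection 60 min, both room temperature · Reagent – H3K9me3 peptide with Fe(II)/2OG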
Starred values were filed as active, the others as inactive; ? = inconclusive; . = no result given; & = joins results of further samples. Rows are unselected (roughly 7% active in at least one column).

SMILES | C diff growth | Tcruzi prolif | Pf Dd2 inh | KDM4C inh
CCC(=O)N1C[C@@H](C)[C@@H](OC)CN(C)C(=O)c2ccc(NC(=O)COC)cc2OC[C@@H]1C | . | -38 | -6 | -0.5
Cc1ccc(S(=O)(=O)Nc2cccc3c2O[C@@H](CN(C)Cc2ccc(Cl)c(Cl)c2)[C@@H](C)CN([C@H](C)CO)C3=O)cc1 | . | 58 | -26 | 1.2
C[C@H](CO)N1C[C@H](C)[C@H](CN(C)C(=O)c2ccccc2)OCCCC[C@H](C)Oc2ccc(NS(=O)(=O)c3cn(C)cn3)cc2C1=O | . | -10 | 29 | 0.2
COc1ccc(CN2CC3(CCN(C(=O)C4CC4)CC3)c3c(n(C)c4cc(OC)ccc34)[C@@H]2CO)cc1 | 7 | . | -71 | -2.0
CCCC#Cc1cnc2c(c1)C(=O)N([C@H](C)CO)C[C@@H](C)[C@H](CN(C)C(=O)Cc1ccccc1)O2 | 2 | 29 | -48 | 1.0
COc1cccc(NC(=O)N(C)C[C@@H]2Oc3ncc(C4=CCCCC4)cc3C(=O)N([C@H](C)CO)C[C@H]2C)c1 | -9 | 38 | -10 | -0.7
CC=Cc1ccc2n(c1=O)C[C@H]1[C@H](CO)[C@@H](C(=O)NCCc3ccncc3)N(Cc3cncnc3)[C@@H]21 (mixture of isomers) | -3 | -8 | 13 | 1.4
C[C@@H]1CN([C@@H](C)CO)S(=O)(=O)c2ccc(-c3cccnc3)cc2O[C@@H]1CN(C)CC1CCOCC1 | -5 | . | -8 | 1.6
C[C@H](CO)N1C[C@H](C)[C@@H](CN(C)C(=O)NC2CCCCC2)Oc2c(NC(=O)C3CCCCC3)cccc2C1=O | 1 | -24 | 15 | -2.7
CC(C)(C)[S@@](=O)N1Cc2cc(C(=O)N[C@@H]3CCN(Cc4ccccc4)C3)nc(-c3cccc(-c4cccnc4)c3)c2[C@H]1CCO | . | 70 | ? | -2.5
COCC(=O)Nc1ccc2c(c1)OC[C@@H](C)N(CC1CC1)C[C@@H](C)[C@H](OC)CN(C)C2=O | . | 11 | 15 | 0.3
COCC(=O)N(C)C[C@@H]1Oc2ncc(C#Cc3ccccc3)cc2C(=O)N([C@H](C)CO)C[C@H]1C | -1 | -62 | 5 | 1.4
Cc1noc(C)c1S(=O)(=O)Nc1ccc2c(c1)C(=O)N([C@@H](C)CO)C[C@H](C)[C@H](CN(C)Cc1ccc(C(=O)O)cc1)O2 | . | -54 | 12 | 0.4
COc1ccc(NC(=O)N(C)C[C@@H]2OCCCC[C@@H](C)Oc3ccc(NC(=O)c4ccccc4)cc3C(=O)N([C@@H](C)CO)C[C@@H]2C)cc1 | 2 | . | -67 | 1.4
COc1ccc2c3c(n(C)c2c1)[C@@H](CO)N(C(=O)Nc1ccc(F)cc1)CC31CCN(C(=O)CN2CCOCC2)CC1 | 2 | . | -42 | 0.7
COc1ccc(-c2cnc3c(c2)C(=O)N([C@H](C)CO)C[C@H](C)[C@H](CN(C)S(=O)(=O)c2ccc(OC)cc2)O3)cc1 | . | 75&88 | -73&-74 | -3.8
O=C(c1ccccn1)N1CC(=O)N2[C@@H](CO)[C@H](c3ccc(-c4cccc(F)c4)cc3)[C@@H]2C1 | 7 | . | 15 | 0.4
O=C(NC1CCCC1)[C@H]1[C@H](CO)[C@H]2Cn3c(ccc(-c4cccnc4)c3=O)[C@H]2N1CC1CC1 | 6 | 55 | -5 | 3.1
C[C@@H]1CCCCO[C@H](CN(C)S(=O)(=O)c2ccc(Cl)cc2)[C@@H](C)CN([C@H](C)CO)C(=O)c2cc(NC(=O)Nc3ccccc3)ccc2O1 | . | 64 | -61 | -1.4
C[C@H](O)C#Cc1ccc([C@H]2[C@@H](CO)N3CCCCN(C(=O)c4ccncc4)C[C@@H]23)cc1 | -1 | 12 | 19 | 1.4
O=C(C[C@@H]1C=C[C@H](NC(=O)C2CC2)[C@@H](CO)O1)Nc1ccccc1 | 4 | 28 | 5 | -1.2
COCC(=O)Nc1ccc2c(c1)OC[C@@H](C)N(Cc1cccnc1)C[C@@H](C)[C@@H](OC)CN(C)C2=O | -1 | 22 | 3 | -0.5
C[C@H]1CCCCO[C@@H](CN(C)S(=O)(=O)c2cn(C)cn2)[C@@H](C)CN([C@@H](C)CO)C(=O)c2cc(NC(=O)NC3CCCCC3)ccc2O1 | -5 | 32 | -25 | 0.2
O=C(NCCc1ccncc1)[C@H]1[C@H](CO)[C@H]2Cn3c(ccc(-c4ccncc4)c3=O)[C@H]2N1C(=O)C1CC1 | 1 | 85 | 10 | 0.3
O=C(NC1CCCC1)N1CCCCN2[C@H](CO)[C@@H](c3ccc(-c4cccnc4)cc3)[C@H]2C1 | -9 | 29 | -19 | -0.4
CCCNC(=O)N(C)C[C@H]1Oc2ncc(C#CC3CC3)cc2C(=O)N([C@H](C)CO)C[C@@H]1C | . | 20 | 37 | 0.1
COc1ccc(CN(C)C[C@@H]2OCCCC[C@@H](C)Oc3ccc(N(C)C)cc3C(=O)N([C@@H](C)CO)C[C@H]2C)cc1 | -5 | 19 | . | -0.3
C[C@@H]1CN([C@@H](C)CO)C(=O)c2cc(-c3cncnc3)cnc2O[C@@H]1CN(C)C(=O)Cc1cccnc1 | 1 | -120 | -13 | -0.6
COc1ccc(S(=O)(=O)N(C)C[C@H]2OCCCC[C@H](C)Oc3ccc(NC(=O)Nc4ccc(C(F)(F)F)cc4)cc3C(=O)N([C@@H](C)CO)C[C@H]2C)cc1 | 3 | -20 | -80 | -0.8
CC(C)NC(=O)N[C@H]1CC[C@H](CCNS(=O)(=O)c2ccc(Cl)cc2)O[C@H]1CO | -4 | -27 | -4 | 0.5
O=C(C[C@H]1CC[C@@H]2[C@H](COC[C@H](O)CN2Cc2cccc(-c3ccncc3)c2)O1)N1CCN(c2ccccc2)CC1 | 1 | 64 | -14 | 5.2
COc1ccc2c3c(n(C)c2c1)[C@H](CO)NCC31CCN(Cc2ccncc2)CC1 | 8 | . | -66 | -2.2
CNC[C@H]1Oc2cc(Br)ccc2S(=O)(=O)N([C@@H](C)CO)C[C@@H]1C | 1&2 | . | -10&-14 | -0.9
COc1ccc2c3c(n(C)c2c1)[C@@H](CO)N(C(=O)c1cnccn1)CC31CCN(C)CC1 | -4 | . | -4 | 0.3
CC(C)NC(=O)N(C)C[C@@H]1OCc2ccccc2-c2ccccc2C(=O)N([C@@H](C)CO)C[C@@H]1C | . | -25 | 43 | 1.8
COCC#Cc1cnc2c(c1)C(=O)N([C@H](C)CO)C[C@H](C)[C@@H](CN(C)C(=O)C1CCOCC1)O2 | 0 | -62 | 17 | 6.5
CO[C@H]1CN(C)C(=O)c2cc(NC(=O)Nc3c(C)noc3C)ccc2OC[C@H](C)NC[C@H]1C | . | -15 | 19 | 0.4
CCCC#Cc1ccc2c(c1)O[C@H](CN(C)C(=O)c1ccncc1)[C@@H](C)CN([C@@H](C)CO)S2(=O)=O | -4 | 80 | -49 | -2.9
Cc1noc(C)c1NC(=O)Nc1ccc2c(c1)CC(=O)N([C@@H](C)CO)C[C@H](C)[C@@H](CN(C)S(=O)(=O)c1c(C)noc1C)O2 | -6 | -21 | 9 | -1.2
C[C@@H]1CN([C@@H](C)CO)C(=O)c2cc(NC(=O)CCCCCC(=O)Nc3ccccc3N)ccc2O[C@H]1CN(C)C | -5&-6 | . | 10 | 1.2
CO[C@@H]1CN(C)C(=O)c2cc(NC(=O)Nc3cccc(F)c3)ccc2OC[C@H](C)N(C)C[C@@H]1C | -2 | -11 | -15 | 0.1
COc1ccc(NC(=O)Nc2ccc3c(c2)C(=O)N([C@H](C)CO)C[C@@H](C)[C@H](CN(C)Cc2ccc(C(=O)O)cc2)O3)cc1 | -4 | -19 | 16 | 0.1
CO[C@H]1CN(C)C(=O)c2ccc(NC(=O)C3CC3)cc2OC[C@H](C)N(C(=O)c2cnccn2)C[C@@H]1C | 2 | -21 | 26 | 0.4
C[C@@H]1CCCCO[C@H](CN(C)Cc2ccc(C(F)(F)F)cc2)[C@@H](C)CN([C@@H](C)CO)C(=O)c2cc(NC(=O)Nc3ccccc3)ccc2O1 | 6 | 70 | -82* | -0.5
C[C@@H]1CCCCO[C@@H](CN(C)Cc2ccncc2)[C@@H](C)CN([C@H](C)CO)C(=O)c2cc(NS(=O)(=O)c3cccs3)ccc2O1 | -1 | 13 | 19 | 4.6
C[C@H]1CN([C@@H](C)CO)C(=O)c2cc(NS(=O)(=O)c3ccc(Cl)cc3)ccc2O[C@H]1CN(C)C(=O)Nc1ccc(C(F)(F)F)cc1 | . | -5 | 8 | -3.2
C[C@H](CO)N1C[C@H](C)[C@@H](CN(C)S(=O)(=O)c2ccc(Cl)cc2)Oc2c(NC(=O)Nc3ccccc3)cccc2C1=O | -4 | 44 | 1 | -3.0
O=C(C[C@H]1CC[C@@H]2[C@H](COC[C@H](O)CN2Cc2cccc(Cl)c2)O1)N1CCCCC1 | 14&-6 | 38 | 23 | 1.2
C[C@H](CO)N1C[C@H](C)[C@@H](CN(C)C)Oc2ccc(NC(=O)Cc3ccccc3)cc2CC1=O | -2 | . | 10 | 0.5
Cc1noc(C)c1S(=O)(=O)N(C)C[C@@H]1OCCCC[C@@H](C)Oc2ccc(NC(=O)C3CCCCC3)cc2C(=O)N([C@@H](C)CO)C[C@H]1C | 3 | 3 | -55 | 0.0

Following part
SMILES | C diff growth | Tcruzi prolif | Pf Dd2 inh | KDM4C inh
C/C=C/c1ccc([C@@H]2[C@@H](CN(C)C(=O)c3ccccn3)N(C(C)=O)[C@H]2CO)cc1 | -4 | 31 | 4 | 0.1
Cc1noc(C)c1NC(=O)N(C)C[C@H]1Oc2ccc(NC(=O)Nc3ccccc3)cc2CC(=O)N([C@@H](C)CO)C[C@H]1C | 5 | 3 | 15 | 0.1
C[C@@H]1CCCCO[C@@H](CN(C)C(=O)Nc2cccc3ccccc23)[C@H](C)CN([C@@H](C)CO)C(=O)c2cc(NS(C)(=O)=O)ccc2O1 | 8 | 116* | -37 | -1.1
CN(C)C(=O)C[C@H]1CC[C@@H]2[C@H](COC[C@H](O)CN2Cc2nccs2)O1 | 0&-6 | 52 | 2 | -3.1
C[C@@H]1CCCCO[C@H](CN(C)S(=O)(=O)c2ccc(F)cc2)[C@@H](C)CN([C@@H](C)CO)C(=O)c2cc(NS(=O)(=O)c3ccccc3)ccc2O1 | 7 | 86 | -58 | -0.2
CO[C@@H]1CN(C)C(=O)c2ccc(NC(=O)NC(C)C)cc2OC[C@H](C)N(CCC(F)(F)F)C[C@@H]1C | . | -29 | 12 | 1.7
C[C@@H]1CN([C@H](C)CO)C(=O)Cc2cc(NC(=O)C3CC3)ccc2O[C@@H]1CN(C)C(=O)Nc1ccc2c(c1)OCO2 | -2 | -17 | -1 | 0.3
C[C@@H]1CCCCO[C@@H](CN(C)C(=O)c2ccncc2)[C@H](C)CN([C@@H](C)CO)C(=O)c2cc(NS(=O)(=O)c3cccs3)ccc2O1 | . | . | 19 | 0.5
Cc1ccc(S(=O)(=O)N(C)C[C@H]2OCCCC[C@H](C)Oc3ccc(NC(=O)NC4CCCCC4)cc3C(=O)N([C@@H](C)CO)C[C@H]2C)cc1 | 1 | 25 | -86* | -0.5
CN1CCN(C(=O)C[C@H]2CC[C@H]3[C@@H](COC[C@@H](O)CN3S(=O)(=O)c3cccc(Cl)c3)O2)CC1 | . | -16 | 8 | -1.6
CCCNC(=O)N1C[C@@H](C)[C@@H](OC)CN(C)C(=O)c2ccc(NC(=O)CC)cc2OC[C@H]1C | 0 | -4 | 32 | 7.5
CCN1[C@@H]2c3ccc(-c4ccc(OC)cc4)c(=O)n3C[C@@H]2[C@@H](CO)[C@@H]1C(=O)NCCN1CCCCC1 | 0 | 81 | . | -0.3

Compound profiles, as listed above. Order of screens: C diff growth	Tcruzi prolif	Pf Dd2 inh	KDM4C inh
CCCNC(=O)N1C[C@@H](C)[C@@H](OC)CN(C)C(=O)c2ccc(NC(=O)CC)cc2OC[C@H]1C in the list: 0	-4	32	7.5
CCN1[C@@H]2c3ccc(-c4ccc(OC)cc4)c(=O)n3C[C@@H]2[C@@H](CO)[C@@H]1C(=O)NCCN1CCCCC1 in the list: 0	81	.	-0.3
CN(C)C(=O)C[C@H]1CC[C@@H]2[C@H](COC[C@H](O)CN2Cc2nccs2)O1 in the list: 0&-6	52	2	-3.1
C[C@@H]1CN([C@H](C)CO)C(=O)Cc2cc(NC(=O)C3CC3)ccc2O[C@@H]1CN(C)C(=O)Nc1ccc2c(c1)OCO2 in the list: -2	-17	-1	0.3
C[C@@H]1CCCCO[C@H](CN(C)S(=O)(=O)c2ccc(F)cc2)[C@@H](C)CN([C@@H](C)CO)C(=O)c2cc(NS(=O)(=O)c3ccccc3)ccc2O1 in the list: 7	86	-58	-0.2
